NIH3T3 tox: Cytotoxic Profiling in NIH 3T3 Cell Line of Diverse Libraries Using Quantitative High-Throughput Screening. NIH 3T3 viability, CellTiter-Glo ATP luminescence, 48-72 h. hit rate 4.3% among 94,000. Potency, µM (doses to about 96.7 µM), inactives show at the highest dose activity change, negative = cytotoxicity, actives largely listed as inhibitors; further: potency means the concentration at half of the fitted maximal effect; nearly all actives have a fitted effect of over 55% in size
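Cytotoxicity was measured by CellTiter-Glo ATP luminescence after 48 or 72 h compound exposure at 37 °C. Mouse NIH 3T3 fibroblasts were seeded at 400 cells/well and dosed by 23 nL pin transfer.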
SNCA expr inhib: Primary qHTS assay for inhibitors of alpha-synuclein gene (SNCA) expression | HEK-293 SNCA-luciferase knock-in, luminescence, 24 h | hit rate 0.17% among 140,000 | Potency, µM (titrated, usually from 57.2 µM), for the others: at the top dose activity change, negative = inhibition, actives largely listed as inhibitors;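 further: potency means the concentration at half of the fitted maximal effect; plate controls were DMSO cells for no effect and cell-free wells for full effect; nearly all actives have a fitted effect of over 45% in size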
HEK cytotox: Cytotoxic Profiling in HEK 293 Cell Line of Diverse Libraries Using Quantitative High-Throughput Screening; HEK 293 viability, ATP luminescence (CellTiter-Glo), 48-72 h; Potency, µM (top dose mostly 115 µM), for the others: top-dose activity change, negative = cytotoxicity, usual class: inhibitors; hit rate 6.6% among 94,000; AID 1345083, 2018; further: potency means the concentration at half of the fitted maximal effect; nearly all actives have a fitted effect of over 60% in size
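HEK 293 cells seeded at 250 cells/well were exposed to compound for 48 or 72 hr at 37 degree Celsius. Viability taken as ATP content by CellTiter-Glo luminescence.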
Luciferase inh: Firefly luciferase inhibition profiling of diverse chemical library using quantitative high-throughput screening. purified P. pyralis luciferase, luminescence, biochemical. Potency, µM (titrated, usually from 115 µM), for the others: top-dose activity change, negative = inhibition, hits mostly inhibitors. hit rate 2.5% among 76,000; further: potency means the concentration at half of the fitted maximal effect; nearly all actives have a fitted effect of over 65% in size
Target sequence (P08659 whole entry, looked up): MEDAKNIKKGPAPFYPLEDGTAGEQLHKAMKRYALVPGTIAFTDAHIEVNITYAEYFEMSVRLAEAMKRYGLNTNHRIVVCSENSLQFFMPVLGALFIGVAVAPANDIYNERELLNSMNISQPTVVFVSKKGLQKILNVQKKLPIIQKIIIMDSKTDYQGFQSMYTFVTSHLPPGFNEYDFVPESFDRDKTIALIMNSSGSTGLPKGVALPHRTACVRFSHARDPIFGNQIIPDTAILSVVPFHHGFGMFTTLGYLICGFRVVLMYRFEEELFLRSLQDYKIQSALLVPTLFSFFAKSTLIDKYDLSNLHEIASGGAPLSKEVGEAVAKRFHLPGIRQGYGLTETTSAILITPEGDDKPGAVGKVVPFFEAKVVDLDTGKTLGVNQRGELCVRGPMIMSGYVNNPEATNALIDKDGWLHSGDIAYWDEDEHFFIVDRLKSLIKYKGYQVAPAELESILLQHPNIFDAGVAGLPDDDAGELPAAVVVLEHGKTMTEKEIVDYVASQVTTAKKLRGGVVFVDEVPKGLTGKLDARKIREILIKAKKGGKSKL
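Inhibitors were tested against purified firefly luciferase in a biochemical, low-substrate format (both substrates at 10uM) and luminescence measured with a CCD imager.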
HEK293 viab: GF-AFC viability counterscreen for inhibitors of alpha-synuclein gene (SNCA) expression; HEK-293-SNCA-luc viability, GF-AFC fluorescence, 24 h; hit rate 0.12% among 150,000; AID 1671193, 2021; Potency, µM (highest dose often 57.1 µM), inactives show at the top dose activity change, negative = cytotoxicity, actives largely listed as cytotoxic;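 further: potency means the concentration at half of the fitted maximal effect; 0% = DMSO-treated cells and -100% = medium-only wells without cells; nearly all actives have a fitted effect of over 30% in size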
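HEK-293-SNCA-luc cells (1500/well) plated 24 h, then exposed 24 h to a dilution series; GF-AFC added 30 min at 37C, fluorescence 405/540 nm; normalised to medium-only and DMSO wells, Hill fit.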
GPT2 inhibitor: Primary qHTS assay for inhibitors of Glutamate pyruvate transaminase 2 (GPT2) | Alanine aminotransferase 2 (Homo sapiens), Q8TD30 | Recombinant GPT2, coupled pyruvate oxidase/HRP Amplex Red fluorescence | Potency, µM (highest dose often 57.7 µM), for the others: top-dose activity change, negative = inhibition, most hits filed as inhibitors | hit rate 0.25% among 100,000; further: potency means the concentration at half of the fitted maximal effect; nearly all actives have a fitted effect of over 60% in size; many of its hits are not listed in these tables
Target sequence (Q8TD30 whole entry, looked up): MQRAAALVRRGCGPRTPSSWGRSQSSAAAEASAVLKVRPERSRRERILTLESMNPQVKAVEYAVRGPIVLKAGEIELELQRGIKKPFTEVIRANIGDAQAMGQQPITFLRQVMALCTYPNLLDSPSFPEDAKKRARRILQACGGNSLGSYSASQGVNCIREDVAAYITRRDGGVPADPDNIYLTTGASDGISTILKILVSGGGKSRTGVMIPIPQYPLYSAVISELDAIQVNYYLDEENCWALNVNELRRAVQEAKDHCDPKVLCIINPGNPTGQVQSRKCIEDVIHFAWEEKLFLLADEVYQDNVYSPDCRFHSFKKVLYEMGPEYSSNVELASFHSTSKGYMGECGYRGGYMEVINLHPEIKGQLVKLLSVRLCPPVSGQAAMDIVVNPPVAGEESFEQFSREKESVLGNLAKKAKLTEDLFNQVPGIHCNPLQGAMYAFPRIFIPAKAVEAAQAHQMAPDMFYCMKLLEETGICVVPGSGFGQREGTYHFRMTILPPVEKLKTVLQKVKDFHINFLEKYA
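Recombinant GPT2 (10ng/uL) with 250uM a-KG and 2mM L-alanine, 30 min at room temperature, in HEPES pH 7.5 buffer. Pyruvate detected by pyruvate oxidase/HRP/Amplex Red fluorescence after 30 min in the dark; AOA (50uM) as positive control.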
IP6K1 inhibitor: Primary qHTS assay for small molecule inhibitors of Inositol hexaphosphate kinase 1 (IP6K1); activity change, % (series mostly up to about 58 µM); hit rate 0.81% among 140,000; Inositol hexakisphosphate kinase 1 (Homo sapiens), Q92551; IP6K1 kinase, ADP-Glo luminescence, 2 h; hits give low values; in the data active means activity change below about -25%
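ADP-Glo luminescence measures ADP made by human IP6K1 during a 2 h RT reaction with ATP/IP6 (mix at 1.3 mM/130 uM); top library doses 57.5 and 19.1 uM final.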
The depositor's hits bear a star; i = inactive; ? = inconclusive; nt = not tested or not shown; & = joins results of further samples; [ ] = another dose, or the depositor's remark. Unless noted, the call rests on the fitted dose curve; in most records, active means well fitted curve in the direction sought with a large enough effect; inconclusive means small, poorly fitted or top-dose-only effect, or another doubt; inactive means no such curve, though single readings can be large; an effect the other way counts as inactive or inconclusive. Unless noted, on the % scale 0 is the no-effect control and ±100 the full control effect. This is a subset; rates above refer to the full screens.

Value order – NIH3T3 tox, SNCA expr inhib, HEK cytotox, Luciferase inh, HEK293 viab, GPT2 inhibitor, IP6K1 inhibitor
> N#Cc1ccc(CN2CCCC3(COc4ccccc4[S+](=O)([O-])N3)C2)cc1 (stereo not drawn)
→ -7%, -7%, -25%, nt, -7%, -9%, 3
> Clc1cccc(CNc2ncnc3c2nc2n3CCCC2)c1
→ nt, 20%, nt, nt, -8%, nt, 11
> CC(=O)c1cccc(Nc2cc(C)nc3nc(-c4ccccc4C)nn23)c1
→ nt, 23%, nt, nt, -17%, nt, 0
> CC(C)NC(=O)N[C@H]1C[C@H]2C(=O)NC[C@@H](CCC(=O)NCc3ccccc3)N2C1
→ -19%[174 µM], 0%[87.6 µM], -9%[172 µM], -4%[172 µM], 0%[87.6 µM], -8%[88.5 µM], 29
> O=C(CCC1CCN(S(=O)(=O)c2ccccc2)CC1)NC1CCCCCC1
→ ?, ?, ?, 3%, -10%, -7%, 14
> CCn1ccc2sc(C)c(C(=O)NCc3ccc(Br)cc3)c2c1=O
→ -2%, -1%, -14%, 3%, 12%, -7%, 15
> O=C(NC1CCCN(Cc2ccc(-c3cncnc3)cc2)C1)c1ccccc1 (stereo not drawn)
→ -26%, -2%, ?, nt, -4%[12.5 µM], -4%, 35
> COc1ccc(C(=O)N2CCN(C(C(=O)O)c3cccc(O)c3)CC2)cc1 (stereo not drawn)
→ 3%, -12%, -13%, -2%, -7%, -25%, -8
> NC(=O)[C@@H]1CN(C(=O)c2ccnnc2)C[C@H]1COc1ccccc1
→ -8%, -4%, -5%, 4%, 2%, -7%, 4
> O=C(Cc1ccccc1)N1CCC2(CCCN(C3CCOCC3)C2=O)C1 (stereo not drawn)
→ i, 12%, -11%, -3%, 5%, 2%, 15
> O=C(Nc1nn(Cc2ccccc2)c2cccc(N3CCOCC3)c12)c1cnccn1
→ ?, 1%, ?, ?, 1%, i[11.5 µM], 8
> Cc1cccc(-c2nc(CN3CCCC(C(=O)NCCc4ccc(Cl)cc4)C3)c(C)o2)c1 (stereo not drawn)
→ nt, ?, nt, nt, ?, nt, 28
> Cc1ccc(C(=O)N2C(C(=O)N3CCOCC3)COC23CCN(C(=O)c2ccccc2C)CC3)cc1 (stereo not drawn)
→ -9%, 4%, -5%, -2%, -4%, i, 3
> CCOC(=O)c1cnc2ccc(C(=O)OC)cc2c1Nc1ccc(N2CCOCC2)cc1
→ nt, ?, nt, nt, ?, nt, 31
> COCC(=O)O[C@]1(CCN(C)CCCc2nc3ccccc3[nH]2)CCc2cc(F)ccc2[C@@H]1C(C)C
→ nt, ?, nt, nt, -29%, -4%, 11
> Cc1ccc(S(=O)(=O)N2CCCC(CCC(=O)NCc3cccc(F)c3)C2)cc1 (stereo not drawn)
→ ?, 1%, ?, -13%, -15%, -9%, 1
> CCOC(=O)[C@H]1C[C@]2(CCCCN(CCO)C2=O)N(C(=O)c2ccc(OC)cc2)[C@H]1c1ccco1
→ -30%, nt, ?, nt, nt, nt, -8
> Cn1nc(C2CCN(C(=O)c3ccc(F)cc3)CC2)c2c1CCOC2
→ i, 4%, 12%, -1%, 13%, -6%, -6
> COc1cc(CNCCc2ccccc2C)ccc1OCC(O)CN1CCOCC1 (stereo not drawn)
→ -29%, -14%, -26%, 0%, -15%, -3%, 9
> NCCCCNCCCN
→ nt, -1%&-10%, nt, nt, 3%&-3%, -9%, nt

Compounds above that have a Cl atom, in the order listed:
Value order – NIH3T3 tox, SNCA expr inhib, HEK cytotox, Luciferase inh, HEK293 viab, GPT2 inhibitor, IP6K1 inhibitor
> Clc1cccc(CNc2ncnc3c2nc2n3CCCC2)c1
→ nt, 20%, nt, nt, -8%, nt, 11
> Cc1cccc(-c2nc(CN3CCCC(C(=O)NCCc4ccc(Cl)cc4)C3)c(C)o2)c1 (stereo not drawn)
→ nt, ?, nt, nt, ?, nt, 28

The list goes on:
Value order – NIH3T3 tox, SNCA expr inhib, HEK cytotox, Luciferase inh, HEK293 viab, GPT2 inhibitor, IP6K1 inhibitor
> O=C(Cc1cccc(F)c1)N1CCCN(C(=O)C2CC2)c2ccccc21
→ -19%, -23%, -2%, -7%, 14%, i, -4
> CCC(=O)N1CCOc2c(cc(-c3ccc(OC)c(OC)c3)cc2OC[C@H]2CCCN(C)C2)C1
→ nt, nt, nt, nt, 13%, -5%, -9
> CC1(CCCCc2ccccc2)COc2ccc(C(=O)N3CC[S+](=O)([O-])CC3)cc2N1 (stereo not drawn)
→ -28%, -9%, ?, -9%, 6%, -8%, 3
> CC(=O)N1CCc2[nH]cnc2C12CCN(C(=O)CCn1nnnc1C)CC2
→ i, 2%, -2%, 2%, 1%, 5%, 1
> Cc1ccc(C(=O)N2CCCC(C(=O)N3CCC(N4CCCC4=O)CC3)C2)cc1 (stereo not drawn)
→ -17%, -11%, -14%, nt, 6%, i, 4
> NC(=O)c1cccc(CN2CCC3(CC2)CC(Cc2ccccc2)=NO3)c1
→ 1%, 4%, -23%, nt, 5%, i, 7
> CCCCc1nc(C)cc(NCCNC(=O)C2CCCN(C(N)=O)C2)n1 (stereo not drawn)
→ -2%, -13%, i, -2%, 0%, 1%, -1
> Cc1ncncc1C(=O)N1CCOC(CC(c2ccccc2)c2ccccc2)C1 (stereo not drawn)
→ ?, 7%, -8%, 12%, 4%, 1%[11.5 µM], 33
> O=C(c1ccc(OC(F)F)cc1)N1C[C@H](CO)C[C@H](CN2CCCC2)C1
→ 2%, 30%[activator], 2%, 1%, -7%, 2%, 24
> CC(C)[C@]1(O)CN(C(=O)Cn2[nH]c3ccccc3c2=O)C[C@H]1C
→ -2%, 0%, -6%, -8%, -1%, ?, -2
> O=C1NS(=O)(=O)c2ccccc21
→ nt, 32%[25.6 µM], nt, nt, 4%[23.9 µM], i, -4
> Cc1nnc2ccc(NC3CC3)nn12
→ -14%, 25%, -5%, -6%, 4%, i, 14
> O[C@@H]1CCN(Cc2nc(C3(O)CCN(CC4CC4)CC3)cs2)C1
→ i, -1%[87.6 µM], 0%[172 µM], -7%[172 µM], 1%[87.6 µM], 2%[88.5 µM], -5
> Cc1ccccc1S(=O)(=O)N1CCC(CCC(=O)NC2CC2)CC1
→ -9%, 2%, -3%, -5%, 12%, i, 25
> O=C(NCC1CCCO1)c1ccc(Cn2ccn3nc4c(c3c2=O)CCCC4)cc1 (stereo not drawn)
→ ?, ?, ?, -3%, ?, -2%, 14
> Cc1oc(-c2ccc(C(=O)NCc3ccccc3)cc2)nc1CN1CCc2ccccc21
→ nt, 0%, nt, nt, -11%, nt, 11
> Nc1nc2ccc(Cl)cc2c2nc(-c3ccco3)nn12
→ nt, -8%, nt, nt, ?, i, nt
> O=C(NCC1CCCO1)c1ccc2oc(-c3ccc(C(F)(F)F)cc3)nc2c1 (stereo not drawn)
→ -20%, 88%[activator], 18µM*, -25%, -3%, ?, -1
> COc1ccc(CCNC(=O)c2nc3cccnc3n(C3CC3)c2=O)cc1
→ -19%, -18%, -20%, nt, 5%, i, 10
> CCOC(=O)c1ccc2c(c1)N(CC(=O)Nc1ccc(C)cc1C)C(=O)c1ccccc1S2
→ nt, -19%, nt, nt, 6%, nt, 31
> COCCCNC(=O)c1nn(-c2ccc(C)cc2)nc1CO
→ nt, 14%, nt, nt, 0%, nt, 7
> Cc1ccc(NC(=O)C2CCN(c3cn[nH]c(=O)c3)C2)cc1 (stereo not drawn)
→ -12%, 42%[activator], -2%, 0%, 10%, i, 38
> Cc1cc(Nc2ccc(F)cc2F)nc(-n2nc(C)cc2C)n1
→ nt, -14%, nt, nt, -20%, nt, 0
> C[C@@H]1CCC2C(C)(C)[C@H](O)CC[C@]2(C)[C@@]12Cc1c(O)cc3c(c1O2)CNC3=O (stereo partly drawn)
→ nt, nt, nt, nt, -27%, ?, -10
> COc1cccc(C(C)N(C)Cc2nc(-c3cccs3)no2)c1 (stereo not drawn)
→ -21%, 63%[activator], ?, 1%, 5%, ?, 17
> N#Cc1cccc(-c2cn3c(n2)N(C(=O)Cc2ccsc2)CCC3)c1
→ -22%, 13%, ?, -16%, 8%, -28%, 9
> COc1ccc(-c2cc(C(=O)NC3CC3)c3c(C4CCNCC4)noc3n2)cc1
→ ?, -12%, ?, nt, 8%, i, 2
> Cc1cnn(CCC(=O)N[C@@H]2CN(C3CCOCC3)C[C@H]2CN(C)C)c1
→ -3%, -19%, -19%, 3%, 6%, i, -3
> O=C(c1ccc(Oc2ccccc2)cc1)N1CCC2OCCN(c3ccccc3)C(=O)C2C1 (stereo not drawn)
→ ?, ?, ?, -15%, 2%, 0%, -10
> O=C(c1ccccc1)N1CCCC2(C1)C(=NC1CCCCC1)NC(=O)N2c1cccnc1 (stereo not drawn)
→ -14%&-9%, -27%&-3%, -3%&-6%, -6%, -14%&2%, i, 13&-4
> COCC1CCCCN1C(=O)c1ccc2oc(CCc3ccccc3)nc2c1 (stereo not drawn)
→ -29%, 103%[activator], ?, ?, 6%, ?, -8
> CCC12CCCN3CCc4c(n(c5ccccc45)C(O)C1)C32 (stereo not drawn)
→ nt, nt, nt, nt, -12%, i, 8
> Cc1ccc(C(=O)N2CCN(c3ccc4ncc(-c5cccc(C(F)(F)F)c5)n4n3)CC2)cc1
→ -30%, nt, -6%, nt, nt, nt, 17
> O=C(NCc1ccccn1)C1(CCO)CCN(c2ncccn2)C1 (stereo not drawn)
→ -15%, 3%, ?, -6%, 5%, i, 17
> O=C(NCc1cccc(F)c1)C1CN(C2CCCC2)C(=O)N1 (stereo not drawn)
→ -18%[138 µM], 15%[87.6 µM], 1%[172 µM], nt, 2%[12.5 µM], i, -7
> COc1cccc(CCC(=O)N2CCCC2c2nc(C3CCOCC3)no2)c1 (stereo not drawn)
→ -7%, 2%, -4%, -1%, -3%, 1%, 0
> COc1cc(CN2CCN(c3ncnc(C)c3C)CC2CCO)cc(OC)c1 (stereo not drawn)
→ -38%, 13%, ?, 13%, -3%, 0%[11.5 µM], 23
> COc1ccc(C(=O)N2CCC(c3nc(-c4cccn4C)no3)CC2)c(OC)c1
→ ?, -2%, ?, nt, 1%, -6%, 12
> O=C(NCC(F)F)C1CCCN1C(=O)c1cccc(-c2cccnc2)c1 (stereo not drawn)
→ -13%, nt, -6%, nt, nt, nt, -9
> COc1cccc([S+](=O)([O-])N2CCn3c(nn(-c4ccc(F)cc4F)c3=O)C2)c1
→ -27%, 4%, -24%, 7%, 6%, i, 0
> Cc1cccc(-c2nn3c(=O)cc(CN4CCN(C(=O)c5ccccc5Br)CC4)nc3s2)c1
→ nt, -9%, nt, nt, 1%, nt, 7

High-throughput results as filed in PubChem BioAssay.
